Assay outcomes as filed in PubChem.
Tat export inh = E. coli Tat transport inhibition; E. coli MC4100 TorA-mCherry Tat export, fluorescence; inhibition, % at 10 µM; hit rate 0.036% among 340,000;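 active means mean replicate inhibition at least 50% and at least half of replicates individually reaching 50%; inconclusive means only one of the two criteria met; inactive means neither criterion met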;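 further: exported cargo escapes ClpAP degradation while cytoplasmic cargo is degraded and loses fluorescence; 0% = median of neutral control wells and 100% = median of NaSCN control wells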
phage Ecoli inh = E. coli growth loss with phage present; growth absorbance; inhibition, % at 11.9 µM; hit rate 0.26% among 360,000; AID 651602; in the data active means inhibition above about 11%
MITF TRPM1 HTS = increases MITF-driven TRPM1 promoter luciferase signal | activation, % at 12.5 µM | SK-MEL-5 TRPM1-promoter luciferase, 24 h; % of positive control, neutral wells = 0 | hit rate 0.75% among 300,000 | AID 588334;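 active means mean activation of at least 80% with every replicate also reaching 80%; inconclusive means mean reaches 80% but some replicate falls short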;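 further: 0% = neutral control wells and 100% = parthenolide positive control wells; values of inactives mirror those of a sister screen read the other way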
CAL PDZ FP-1 = blocks peptide binding to human CAL PDZ domain; Q9HD26; purified CAL PDZ, TMR-peptide fluorescence polarization, 1 h; inhibition, % at 20 µM; hit rate 0.02% among 330,000; AID 504414;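 active means highest replicate inhibition of at least 40%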;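 further: plate controls were DMSO neutral control wells for no effect and unlabeled competitor peptide control wells for full effect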
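Material: tagged CAL PDZ protein CerCALP, purified; buffer or medium: sodium phosphate/NaCl buffer pH 7.4 with TCEP, IgG, Thesit; also added: fluorescent TMR peptide probe; schedule: 1 h incubation at room temperature before polarization reading; technique: fluorescence polarization from S- and P-plane intensities, G-factor corrected; control set: unlabelled peptide and DMSO controls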
Wnt act = activates Wnt/beta-catenin signaling in a reporter cell assay | activator, plate reader | activation, % at 9.35 µM | hit rate 1.2% among 300,000; in the data active means activation above about 30%, passing the limit was not always enough; inconclusive means no clear call, values can overlap the other calls;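 further: 0% = neutral control wells and 100% = positive control wells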
SR-BI DiI inh = blocks mouse SR-BI lipid uptake from DiI-HDL; ldlA[mSR-BI] CHO cells, DiI-HDL uptake fluorescence, 3 h; inhibition, % at 12.5 µM; hit rate 0.96% among 320,000;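 active means mean replicate inhibition of at least 70% and a set share of replicates each scoring 70 or more; inconclusive means meets just one of the two criteria; inactive means fails both criteria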;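 further: 0% = median of neutral control wells and 100% = median of positive control wells; values of inactives mirror those of a sister screen read the other way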
Target sequence (Q61009 whole entry, looked up): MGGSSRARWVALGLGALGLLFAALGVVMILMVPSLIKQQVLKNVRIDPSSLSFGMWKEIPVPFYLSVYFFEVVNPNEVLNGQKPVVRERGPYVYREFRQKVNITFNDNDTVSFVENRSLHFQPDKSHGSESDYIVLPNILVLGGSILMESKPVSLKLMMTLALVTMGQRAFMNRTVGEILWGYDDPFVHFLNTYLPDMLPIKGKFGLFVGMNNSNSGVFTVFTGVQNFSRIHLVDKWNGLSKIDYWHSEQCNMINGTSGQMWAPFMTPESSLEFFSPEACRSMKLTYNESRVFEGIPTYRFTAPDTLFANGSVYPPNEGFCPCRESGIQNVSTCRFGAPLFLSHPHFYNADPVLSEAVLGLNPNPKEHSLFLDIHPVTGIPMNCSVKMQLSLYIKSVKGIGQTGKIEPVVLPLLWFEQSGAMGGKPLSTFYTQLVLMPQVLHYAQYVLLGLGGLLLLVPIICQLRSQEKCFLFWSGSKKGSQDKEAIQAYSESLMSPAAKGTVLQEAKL
SR-BI uptake up = enhances SR-BI lipid uptake from DiI-HDL | CHO ldlA[mSR-BI] cells, DiI-HDL uptake fluorescence, 3 h; 100 = double the neutral-control signal | activation, % at 12.5 µM | hit rate 0.096% among 320,000 | AID 504775;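 active means mean replicate activation of at least 60% and every replicate at or above 60%; inconclusive means mean or all-replicate condition met, but not both; inactive means mean below 60% and not all replicates reaching 60%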;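 further: 0% = median plate neutral-control signal and 100% = twice that signal; values of inactives mirror those of a sister screen read the other way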
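Test system: SR-BI-overexpressing, LDLR-lacking CHO cells; Also added: labelled HDL, 10 µg/mL; Measured by: bottom-read cell fluorescence after medium removal, ex 550/em 595 nm; Timing: 3 h uptake period with compound, 37 °C; Buffer or medium: F12, 0.5% BSA, 25 mM HEPES; Doses: single compound concentration, delivered by pin transfer.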
AddAB inh = less growth of phage-infected E. coli with AddAB; E. coli expressing H. pylori AddAB, absorbance growth; inhibition, % at 11.9 µM; hit rate 0.29% among 330,000; AID 435030; in the data active means inhibition above about 12%;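 further: 0% = vehicle wells of infected cells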
CAL PDZ FP-2 = inhibitors of human CAL PDZ peptide binding; Q9HD26; purified CAL PDZ, TMR-peptide fluorescence polarization, 1 h; hit rate 0.92% among 300,000; inhibition, % at 24.9 µM; AID 602252;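 active means mean inhibition of at least 30% with at least half of replicates also reaching 30%; inconclusive means no clear call, values can overlap the other calls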;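 further: 0% = DMSO neutral control and 100% = excess unlabeled competitor peptide PRC23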
E coli growth = counter-screen for AddAB inhibitors: E. coli growth inhibition | E. coli V3065 growth, OD600 absorbance, 18 h | hit rate 0.27% among 330,000 | inhibition, % at 11.9 µM;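 active means inhibition above the campaign's mean inhibition across all tested compounds plus 3 SD, cut at about 9.9% in these data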;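 further: uninfected addAB+ strain grown without phage in ampicillin broth; 0% = DMSO wells and 100% = ciprofloxacin 0.95 µg/ml wells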
Numbers without * were called inactive; u = inconclusive; x = not tested or not shown.

SMILES | Tat export inh | phage Ecoli inh | MITF TRPM1 HTS | CAL PDZ FP-1 | Wnt act | SR-BI DiI inh | SR-BI uptake up | AddAB inh | CAL PDZ FP-2 | E coli growth
Cc1ccc(N2CCN(C(=S)c3ccc(N(C)C)cc3)CC2)cc1 | -6 | -0.8 | 14 | -1.3 | 9 | -26 | 26 | -0.7 | -3 | 0.1
O=C(CSc1nc2ccc(Cl)cc2[nH]1)Nc1ccc2c(c1)CCC2 | 2 | 4.3 | -2 | -2.8 | u | -3 | 3 | 4.5 | 0 | 0.2
Cc1ccc(C(=O)c2c[nH]c(C(=O)NCCCN3CCOCC3)c2)cc1 | -5 | 3.2 | x | 0.0 | x | -5 | 5 | 1.6 | -4 | 0.5
Cc1cccc(/C=C/c2onc(C)c2S(=O)(=O)N2CCC(C(=O)N3CCCCCC3)CC2)c1 | 26 | -1.6 | 3 | -1.9 | -3 | x | x | 4.0 | 1 | 1.4
COc1ccc(OCCCC(=O)ON=C(N)c2ccccc2C)cc1 | -5 | 2.3 | 0 | 0.2 | 4 | -11 | 11 | -0.6 | x | -0.9
Cc1ccc(C(NC(=O)NN2CCN(C)CC2)C(Cl)Cl)cc1F (centres undefined) | -5 | -1.7 | 12 | -0.8 | 2 | -3 | 3 | 1.6 | 1 | 2.3
COc1ccccc1C(=O)Nc1cc2ccccc2oc1=O | -12 | x | 10 | -1.9 | x | -1 | 1 | 3.2 | x | 1.5
O=C(O)c1cccc(N2CCCCS2(=O)=O)c1 | -4 | 0.5 | -1 | 0.4 | x | -15 | 15 | -1.4 | -4 | -1.0
COc1cccc(CN(C)C(=O)CCc2nnc(-c3ccsc3)o2)c1 | -7 | 3.3 | 32 | -0.7 | 4 | 12 | -12 | 2.0 | x | 1.3
Cc1ccc(N2C(=O)N(CC(=O)Nc3cccc(Cl)c3)C(=O)C2C)cc1 (centres undefined) | 6 | 1.6 | 6 | -3.1 | 10 | -6 | 6 | -0.7 | -5 | -0.7
CC1=C/C(=C/N(C)c2ccccc2)C(=O)S1 | -3 | 2.1 | -1 | -2.2 | -6 | -9 | 9 | 4.1 | 5 | -1.8
O=C(c1cccc(C(F)(F)F)c1)c1c[nH]c(C(=O)NCCCN2CCOCC2)c1 | 12 | -1.3 | -13 | -1.6 | 0 | -18 | 18 | -0.2 | -3 | 0.2
O=C(NCCc1ccccc1)C1CCN(C2CCN(Cc3ccco3)CC2)CC1 | -6 | -1.2 | -15 | 12 | -3 | -18 | 26 | 0.2 | 30* | 0.2
O=C(Cc1ccc2cccnc2c1)c1ccc(O)cc1O | -3 | 0.9 | 26 | -3.1 | x | -31 | 31 | 2.8 | -5 | 0.6
COc1cc(CO)c(OC)c([N+](=O)[O-])c1 | -3 | -0.8 | 5 | -1.4 | -2 | -1 | 1 | 2.9 | 10 | 0.9
COc1ccc(C)cc1N(CC(=O)Nc1cccnc1)S(=O)(=O)c1ccc(C)cc1 | -2 | 3.1 | -10 | -0.1 | -2 | -7 | 7 | -0.3 | x | -1.3
CCOC(=O)C1CCN(C(=S)Nc2cccc(C)c2C)CC1 | -5 | 4.2 | 1 | -0.7 | x | -7 | 7 | 1.1 | -3 | -2.6
CNC(=O)CSc1nnc(-c2cccnc2)n1-c1ccc(C)cc1 | 11 | 3.5 | 5 | -0.4 | -5 | -7 | 7 | 1.5 | 4 | -1.8
O=C(NCC1CCCO1)c1cccc(Oc2ccc([N+](=O)[O-])cc2)c1 (centres undefined) | 1 | 2.6 | -10 | -3.1 | -2 | -14 | 14 | -0.8 | -5 | 1.4
O=C1C2CC=C(Cl)CC2C(=O)N1CNc1ccccn1 (centres undefined) | 0 | 3.0 | -9 | 0.3 | x | -14 | 14 | 0.7 | -4 | 0.3
CC(=O)NCCc1cc2ccc(C)c(C)c2[nH]c1=O | 5 | 1.4 | -10 | -0.1 | -2 | -13 | 13 | 3.2 | x | 0.7
Cc1cc(S(=O)(=O)N2CCCCC2)ccc1OCC(=O)N1CCCC1 | 13 | -0.9 | -5 | -3.6 | 1 | 7 | -7 | 2.2 | -2 | 1.4
Cc1cc(C)c(C#N)c(SCC(=O)Nc2ccc(S(=O)(=O)Nc3onc(C)c3C)cc2)n1 | 9 | 4.5 | -5 | 1.7 | 1 | -3 | 3 | -0.3 | -3 | -1.5
O=[N+]([O-])c1cccc(-c2ccc(C(=S)N3CCOCC3)o2)c1 | 4 | 3.2 | 23 | -2.6 | -3 | 60 | -60 | 3.8 | 1 | -2.8
CC(C(=O)c1ccccc1)n1cnc2ccccc2c1=O (centres undefined) | 1 | 2.6 | -1 | -2.1 | 1 | -41 | x | -0.7 | 0 | -2.9

Next section
SMILES | Tat export inh | phage Ecoli inh | MITF TRPM1 HTS | CAL PDZ FP-1 | Wnt act | SR-BI DiI inh | SR-BI uptake up | AddAB inh | CAL PDZ FP-2 | E coli growth
CC1(C)CC2(CCO1)OC(=O)CC2C(=O)Nc1ccccc1Cl (centres undefined) | -3 | 1.5 | 4 | -0.7 | 0 | 31 | -31 | 0.7 | 5 | -3.1
Cc1cn(S(=O)(=O)c2ccc(Br)cc2)cn1 | 0 | 5.4 | x | -2.1 | -1 | 7 | -7 | 1.6 | -1 | -0.1
Cc1ccc(NC(=O)Nc2ccccc2)c(Br)c1 | 3 | 0.1 | 63 | 0.8 | 51* | 31 | -31 | 1.7 | -3 | 0.5
Cc1nnc(SCC(=O)Nc2nnc(-c3ccccc3)o2)s1 | -11 | 2.7 | 0 | -0.8 | -1 | 0 | 0 | -1.7 | -5 | -0.3
NNC(=O)C1CC(O)CN1S(=O)(=O)c1ccc(Cl)cc1 (centres undefined) | -5 | 3.0 | -8 | 0.0 | 0 | -157 | u | 0.7 | 3 | -0.3
CN(Cc1ccccc1)C(=O)CCS(=O)(=O)c1ccc2c(c1)oc(=O)n2C | 0 | 0.7 | 8 | -3.0 | -1 | -14 | 14 | -0.8 | -2 | -1.6
O=C(Nc1ccccc1)N1CCSc2cc(Cl)ccc21 | -7 | 0.9 | 14 | 1.3 | -5 | 8 | -8 | 0.2 | -6 | -1.6
Cc1c(C(=O)N2CCCCC2)nnn1-c1nonc1N | -3 | 3.0 | 8 | -0.1 | x | 12 | -12 | -2.7 | -2 | -1.2
COc1cccc(NC(=O)CN(C)C(=O)/C=C/c2cn(-c3ccccc3)nc2-c2ccc(OC)c(OC)c2)c1 | 12 | -0.8 | -3 | -3.6 | 0 | 48 | -48 | x | -5 | x
COc1cc(-c2cc3nc(C)c(C)c(=O)n3[nH]2)cc(OC)c1OC | 1 | 3.4 | -12 | -5.0 | x | 5 | -5 | 3.1 | -1 | 1.1
Cc1ccc(-c2nonc2NC(=O)c2ccco2)cc1 | -3 | 2.8 | 6 | -2.0 | -2 | -17 | 17 | 1.1 | x | 0.8
Cc1cc(C)cc(N(CCC#N)C(=O)CSc2nc3ccccc3c(=O)[nH]2)c1 | -3 | 2.9 | 5 | -1.7 | -3 | 9 | -9 | 1.6 | -4 | -0.1
Cc1ccc(C(=O)NC(=S)N2CCN(C)CC2)cc1Br | -3 | -1.4 | -12 | -2.6 | 2 | -3 | 3 | x | -4 | x
COc1ccc(Cl)cc1NC(=O)N(C)Cc1c(C)nn(C)c1C | 10 | 3.3 | 3 | 0.3 | x | 2 | -2 | 1.1 | 3 | 1.7
Cc1ccc(S(=O)(=O)N2CC(=O)N3CCN(CCN)C3C2)cc1 (centres undefined) | 21 | 0.2 | 7 | -3.7 | -3 | 4 | -4 | 4.6 | 0 | 0.4
C[C@@]12CCC=C[C@H]1[C@H](c1ccc(F)c(/C=C/c3ccccc3)c1)N(Cc1ccccc1)C2=O | -10 | 1.4 | 2 | -0.2 | -4 | -4 | 4 | 1.6 | -3 | 2.0
NS(=O)(=O)c1cc(Cl)c(NC(=O)COC(=O)c2ccccn2)c(Cl)c1 | -7 | -0.1 | 9 | 0.5 | 2 | -5 | 5 | 2.1 | -2 | 0.7
COc1ccc(C)cc1NC(=O)CSc1ccc(-c2ccco2)nn1 | -4 | 0.7 | 0 | -4.0 | -3 | 35 | -35 | -0.2 | -2 | 0.8
CCCc1cc(=O)[nH]c(SCC(=O)NCC2COc3ccccc3O2)n1 (centres undefined) | -6 | 0.5 | 2 | -2.0 | 0 | 24 | x | 2.6 | 8 | -1.3
Cc1sc2nc(CN3CCN(S(=O)(=O)c4cccc5nonc45)CC3)[nH]c(=O)c2c1C | -8 | 0.4 | -13 | -1.5 | x | 12 | -12 | -2.2 | x | -1.2
COC(=O)c1cc(NC(=O)Cc2ccccc2[N+](=O)[O-])ccc1Cl | 0 | -0.1 | -13 | -1.8 | 2 | 10 | -10 | 0.5 | -3 | 0.3
CCOC(=O)c1csc(NC(=O)c2ccc(OCC)cc2)n1 | 5 | 3.2 | -12 | -0.6 | -4 | 55 | -55 | -1.2 | x | 1.3
Fc1ccc(-c2cc3nc4c(c(N5CCOCC5)n3n2)CCCC4)cc1 | 5 | 0.5 | 29 | -3.0 | 9 | 76* | -76 | 0.8 | -1 | -0.4
CN(Cc1ccc([N+](=O)[O-])cc1)c1ccccc1 | 5 | 3.0 | 6 | 0.6 | 0 | -30 | 30 | x | 0 | x
COC(=O)c1c(NC(=O)COC(=O)[C@@H](NS(=O)(=O)c2ccccc2)C(C)C)sc2c1CCC2 | 3 | -0.4 | 0 | -3.6 | -4 | 19 | -19 | -0.7 | 5 | -2.6

Next section:
SMILES | Tat export inh | phage Ecoli inh | MITF TRPM1 HTS | CAL PDZ FP-1 | Wnt act | SR-BI DiI inh | SR-BI uptake up | AddAB inh | CAL PDZ FP-2 | E coli growth
COc1ccc([C@H]2CC(=O)C=C(c3ccc(Cl)c(F)c3)C2)cc1 | -2 | 1.1 | 14 | 0.7 | -5 | 21 | -21 | -0.1 | 0 | 1.8
O=C(Nc1ccc(S(=O)(=O)Nc2ncccn2)cc1)c1ccc(Cl)c([N+](=O)[O-])c1 | -1 | 1.5 | -14 | -0.4 | 0 | -19 | 19 | x | 7 | x
COc1ccc(-c2cc(C(=O)O)c3ccccc3n2)c(OC)c1 | 6 | -0.7 | x | 0.2 | -3 | 2 | -2 | 3.7 | 0 | 0.5
CCn1cc(C(=O)NN)c(=O)c2cc(F)c(N3CCOCC3)cc21 | 8 | 1.7 | -3 | -1.5 | 1 | 5 | -5 | -1.8 | -7 | 1.9
CC1=C(C(=O)OCc2ccccc2)C(c2cccs2)N2C(=O)CCSC2=N1 (centres undefined) | 12 | 2.0 | 14 | -0.8 | -1 | 22 | -22 | -0.9 | -6 | 1.7
Cc1ccccc1-c1nc(S(=O)(=O)c2ccccc2)c(N2CCCC2)o1 | 9 | 1.3 | -12 | 1.2 | -2 | 5 | -5 | -0.8 | -2 | -0.2
CCOc1ccccc1CNC(=O)C1CCN(C(=O)N2CC(C)Oc3ccc(C)cc32)CC1 (centres undefined) | 2 | -0.3 | x | -0.3 | -1 | 58 | -58 | -2.2 | -3 | -2.0
